# Source: PubChem (several laboratories)
# NCOA2 inhibitor = human SRC2 (NCOA2) inhibition. Q15596. HEK293 GAL4-SRC2 luciferase reporter, luminescence. inhibition, % at 9 µM. hit rate 0.17% among 370,000. AID 651957;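 active = inhibition above the mean inhibition of all tested compounds plus 3 SD, set per campaign, cut at about 52% in these data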;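 note: 0% = DMSO treated cells and 100% = cells given Gossypol at 36 µM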
# SRC3 inh = inhibitors of human steroid receptor coactivator 3 (SRC3); HEK293 GAL4-SRC3 luciferase reporter, luminescence; inhibition, % at 3.6 µM; hit rate 0.17% among 360,000;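 active = inhibition above a per-campaign cutoff, the mean of all compounds plus 3 SD, cut at about 60% in these data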;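 note: 0% = DMSO-treated cells and 100% = gossypol-treated cells at 36 µM; higher means less SRC3-driven luciferase light from the GAL4 reporter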
# C8 TRAIL sens = sensitizes caspase-8 expressing cells to TRAIL; inhibition (viability loss, TRAIL sensitization), % at 10 µM; hit rate 1% among 360,000; NB7+C8 cells + TRAIL, ATPlite viability luminescence;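 active = compounds causing at least 50% loss of cell viability in the single-dose screen, relative to plate controls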
# NCOA1 inh = inhibits human SRC1 coactivator; Q15788; HEK293 GAL4-SRC1 luciferase reporter, luminescence; inhibition, % at 3.6 µM; hit rate 0.12% among 360,000; AID 588354;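 active = inhibition above the campaign mean plus 3 SD, with each screening campaign given its own cutoff, cut at about 60% in these data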;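 note: 0% = DMSO treated cells and 100% = gossypol at 36 µM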
# NOD2-RIPK2 inh = NOD2-RIPK2 protein interaction inhibition; O43353; CHO BLA complementation NOD2-RIPK2, CCF4 ratio; inhibition, % at 4.98 µM; hit rate 0.38% among 360,000; in the data active = inhibition above about 21%;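 note: 0% = vehicle only and 100% = reference blocker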
# EBV LMP1 NFkB = reduces LMP1-driven NF-kappaB luciferase signal | LMP1-induced NF-kappaB luciferase reporter cells, luminescence | inhibition, % at 12.5 µM | hit rate 0.69% among 350,000; in the data active = inhibition above about 41%;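 note: 0% = neutral control wells and 100% = reference inhibitor control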
# LRH-1 inv ag = suppresses constitutive activity of human LRH-1 | inhibition, % at 3.6 µM | hit rate 0.13% among 360,000 | HEK293T StAR-luciferase reporter, LRH-1 transfected, 24 h | O00482;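 active = inhibition above the mean inhibition of all tested compounds plus 3 SD, cut at about 73% in these data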;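 note: 0% = DMSO wells and 100% = reporter-only cells lacking LRH-1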
# COUP-TFII inh = blocks human COUP-TFII nuclear receptor | P24468 | HEK293T NGFI-A luciferase reporter, luminescence | inhibition, % at 8.6 µM | hit rate 0.7% among 370,000 | AID 686940;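 active = inhibition above a per-plate cutoff, mean inhibition of test wells between control levels plus 3 SD, cut at about 38% in these data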;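 note: cells cotransfected with COUP-TFII expression vector driving the NGFI-A reporter; 0% = median of COUP-TF2 test wells and 100% = reporter-only cells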
# Target sequence (P24468 whole entry, looked up): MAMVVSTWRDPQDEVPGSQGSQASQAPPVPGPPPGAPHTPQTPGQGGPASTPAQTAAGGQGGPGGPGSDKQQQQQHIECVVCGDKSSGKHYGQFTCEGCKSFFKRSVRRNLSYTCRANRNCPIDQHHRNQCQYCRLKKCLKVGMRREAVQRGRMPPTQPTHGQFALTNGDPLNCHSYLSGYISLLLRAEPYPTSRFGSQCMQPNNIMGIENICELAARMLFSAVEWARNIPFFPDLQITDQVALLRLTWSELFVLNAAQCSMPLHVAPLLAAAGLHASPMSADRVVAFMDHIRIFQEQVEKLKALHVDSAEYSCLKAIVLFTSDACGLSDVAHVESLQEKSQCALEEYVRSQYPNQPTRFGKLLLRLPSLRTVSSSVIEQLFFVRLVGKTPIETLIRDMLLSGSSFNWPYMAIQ
# TROY NFkB inh = inhibitors of TROY-dependent NF-kB signaling; AID 1347056; Q293 LMP1-TROYcd NF-kB luciferase reporter, 4 h; hit rate 0.98% among 360,000; inhibition, % at 10 µM;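 active = compounds whose plate-normalised and pattern-corrected inhibition of the luciferase reporter signal at the single screening dose is 50% or more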
# TWEAK Fn14 block = inhibitors of TWEAK-Fn14 interaction signaling. inhibition, % at 10 µM. hit rate 2% among 360,000. AID 1159606. TWEAK-stimulated Fn14 reporter cells, luciferase luminescence, 8 h; in the data active = inhibition above about 50%
# TLR9-MyD88 block = TLR9-MyD88 interaction inhibition | CHO BLA complementation TLR9-MyD88, CCF4 FRET ratio | inhibition, % at 4.98 µM | hit rate 0.21% among 340,000 | Q9NR96+Q99836;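 active = inhibition above the mean over all tested compounds plus 3 SD, cut at about 21% in these data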;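 note: 0% = DMSO only wells and 100% = clavulanate BLA inhibitor control wells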
# Active calls of the source: *; x = no result given. A portion of the library; count on the stated rates, not on these rows.
# Letters: A = NCOA2 inhibitor; B = SRC3 inh; C = C8 TRAIL sens; D = NCOA1 inh; E = NOD2-RIPK2 inh; F = EBV LMP1 NFkB; G = LRH-1 inv ag; H = COUP-TFII inh; I = TROY NFkB inh; J = TWEAK Fn14 block; K = TLR9-MyD88 block
1	O=C(COC(=O)c1cccc(S(=O)(=O)N2CCCCCC2)c1)Nc1ccccc1
  A: 5.1	B: -27.7	C: -8.1	D: -13.9	E: -3.2	F: -10.6	G: -4.5	H: 4.5	I: 0.0	J: -8.1	K: -5.9
2	COc1ccc(C(=O)c2cn(-c3cccc(Br)c3)nc2C(C)=O)cc1
  A: -13.7	B: -8.7	C: 10.1	D: 5.9	E: 4.8	F: 7.3	G: -12.5	H: 0.1	I: 2.9	J: -31.4	K: -4.5
3	O=c1cc(O)c(-c2cccc(Cl)c2)c(Cl)[nH]1
  A: 16.0	B: 9.9	C: -12.5	D: -22.6	E: -0.1	F: 7.1	G: -3.0	H: -8.3	I: 5.6	J: 13.8	K: 0.7
4	CCOc1cc(NC(=O)Nc2ccccc2)c(OCC)cc1NC(=O)CC
  A: 1.4	B: -0.5	C: 10.9	D: -35.7	E: -6.3	F: 2.3	G: 0.6	H: -2.1	I: -35.4	J: -2.8	K: -11.2
5	CC(O)(c1cccc(F)c1)c1nc(-c2ccc3c(c2)OCO3)cs1 (centres undefined)
  A: -55.6	B: -13.9	C: -4.0	D: -5.6	E: 0.5	F: x	G: 6.3	H: 8.1	I: -25.0	J: 4.1	K: x
6	O=C(NCc1ccc2c(c1)OCO2)c1ccc(N2C(=O)C3CCCCC3C2=O)cc1 (centres undefined)
  A: x	B: -4.6	C: 0.3	D: 4.0	E: -4.2	F: -2.3	G: 0.5	H: x	I: 7.6	J: -2.7	K: 8.2
7	Cc1ccc(OCCn2c(=O)cnc3ccccc32)cc1
  A: 4.2	B: -14.7	C: 3.0	D: -11.3	E: 7.3	F: -1.0	G: -7.7	H: -7.6	I: -8.5	J: -27.2	K: -5.7
8	COc1ccc(NS(=O)(=O)c2cccc(N/C(=N\S(=O)(=O)c3ccccc3)c3ccc(F)cc3)c2)cc1
  A: 25.3	B: 18.4	C: 13.8	D: 3.5	E: -8.6	F: -6.3	G: -5.0	H: 4.5	I: 19.7	J: 24.1	K: 2.0
9	O=C(Nc1ccccc1N1CCCC1)c1cccnc1
  A: -17.0	B: 1.7	C: 0.8	D: -27.5	E: 2.6	F: 1.8	G: -7.4	H: 14.9	I: -25.2	J: -12.3	K: 1.5
10	CSc1ccccc1NC(=O)COC(=O)c1ccccc1Cc1ccccc1
  A: -12.8	B: 14.9	C: 11.4	D: 0.2	E: -12.7	F: -19.6	G: -1.4	H: -13.0	I: -26.4	J: -19.3	K: 6.5
11	O=C(NC(=S)Nc1ccc(Cc2ccncc2)cc1)c1ccccc1Cl
  A: 3.2	B: -11.8	C: -4.2	D: 0.0	E: -7.2	F: 5.2	G: 12.4	H: -20.5	I: 16.5	J: 7.9	K: -8.9
12	O=C(NCC(=O)N1CCOCC1)c1ccc(Br)cc1
  A: 14.5	B: -14.5	C: -3.7	D: -35.6	E: -0.9	F: 1.2	G: -9.4	H: -11.8	I: 22.1	J: -16.5	K: 4.8
13	Cc1cc(C)n2nc(SC(C)C(=O)Nc3ccc(Cl)cn3)nc2n1 (centres undefined)
  A: 2.7	B: 1.2	C: -4.6	D: -20.0	E: 5.2	F: -6.2	G: -2.3	H: 24.2	I: -1.5	J: 6.7	K: -6.8
14	CC(C)[C@H](NC(=O)OCc1ccccc1)C(=O)OCC(=O)NC1(C#N)CCCC1
  A: -49.8	B: -2.3	C: 1.9	D: -31.8	E: 2.1	F: -8.1	G: 11.4	H: 1.9	I: -7.0	J: 8.6	K: -14.5
15	O=C(c1ccccc1)N1CCC(c2nc(-c3ccc(S(=O)(=O)NCC4CCCO4)cc3)no2)CC1 (centres undefined)
  A: 13.3	B: 9.8	C: 4.7	D: 8.7	E: -12.4	F: 29.0	G: 11.7	H: 18.4	I: 16.9	J: 20.2	K: -2.2
16	Cc1nonc1CC(=O)NC1CC(C)(C)Cc2c1cnn2-c1ccc(F)cc1 (centres undefined)
  A: -0.1	B: -4.0	C: -11.6	D: -21.3	E: -12.9	F: -1.8	G: -19.7	H: 7.5	I: -4.2	J: -14.0	K: -11.1
17	c1ccc(-c2csc(Nc3ccc4c(c3)OCO4)n2)cc1
  A: -105.0	B: -94.2	C: 8.8	D: -61.9	E: 7.4	F: x	G: -143.7	H: -63.1	I: -8.7	J: 48.8	K: x
18	Cc1occc1C(=O)N/N=C/c1sc(N2CCOCC2)nc1-c1ccccc1
  A: 14.9	B: 2.1	C: -1.9	D: 4.1	E: 5.8	F: 6.4	G: -11.3	H: 8.2	I: -8.0	J: -23.3	K: 0.2
19	CCN(C(=O)CSc1nc(N)cc(=O)[nH]1)c1c(N)n(Cc2ccccc2)c(=O)[nH]c1=O
  A: -2.2	B: -0.2	C: -10.3	D: 0.7	E: -9.5	F: 2.7	G: 11.2	H: -2.6	I: -18.0	J: 5.3	K: -1.5
20	C[C@H](O)[C@H](O)[C@H]1CNc2nc(N)[nH]c(=O)c2N1
  A: 8.2	B: -43.6	C: 2.5	D: 6.5	E: 1.8	F: -0.8	G: 6.3	H: 17.5	I: -9.3	J: -4.1	K: -7.8
21	CCOc1ccc(OCC)c(NC(=O)CCNS(=O)(=O)c2cc(Br)cnc2N)c1
  A: 6.5	B: -5.9	C: 0.3	D: 5.4	E: -10.5	F: 7.5	G: 4.4	H: 11.8	I: 4.9	J: -6.7	K: 6.3
22	COC(=O)c1ccc(COc2ccc(C)c(C)c2)o1
  A: -58.5	B: -92.8	C: 18.4	D: -61.9	E: 11.6	F: -17.6	G: -74.7	H: -14.4	I: -52.2	J: -31.2	K: 2.2
23	CCOc1ccc(CC(=O)NC2CCN(Cc3ccccc3)CC2)cc1
  A: -18.6	B: 4.8	C: -2.8	D: -6.4	E: -9.6	F: -15.8	G: -6.4	H: 22.8	I: -2.6	J: -2.6	K: -4.5
24	O=C(N/N=C/c1c[nH]c2ccc(Br)cc12)c1ccncc1
  A: -20.0	B: 20.8	C: -1.4	D: 17.7	E: -3.3	F: -1.3	G: 13.4	H: -17.3	I: 17.2	J: 19.2	K: -4.0

# Part of the list above in a different format.
# The line under a structure holds: NCOA2 inhibitor | SRC3 inh | C8 TRAIL sens | NCOA1 inh | NOD2-RIPK2 inh | EBV LMP1 NFkB | LRH-1 inv ag | COUP-TFII inh | TROY NFkB inh | TWEAK Fn14 block | TLR9-MyD88 block
17	c1ccc(-c2csc(Nc3ccc4c(c3)OCO4)n2)cc1
 : -105.0 | -94.2 | 8.8 | -61.9 | 7.4 | x | -143.7 | -63.1 | -8.7 | 48.8 | x
18	Cc1occc1C(=O)N/N=C/c1sc(N2CCOCC2)nc1-c1ccccc1
 : 14.9 | 2.1 | -1.9 | 4.1 | 5.8 | 6.4 | -11.3 | 8.2 | -8.0 | -23.3 | 0.2
19	CCN(C(=O)CSc1nc(N)cc(=O)[nH]1)c1c(N)n(Cc2ccccc2)c(=O)[nH]c1=O
 : -2.2 | -0.2 | -10.3 | 0.7 | -9.5 | 2.7 | 11.2 | -2.6 | -18.0 | 5.3 | -1.5
20	C[C@H](O)[C@H](O)[C@H]1CNc2nc(N)[nH]c(=O)c2N1
 : 8.2 | -43.6 | 2.5 | 6.5 | 1.8 | -0.8 | 6.3 | 17.5 | -9.3 | -4.1 | -7.8
21	CCOc1ccc(OCC)c(NC(=O)CCNS(=O)(=O)c2cc(Br)cnc2N)c1
 : 6.5 | -5.9 | 0.3 | 5.4 | -10.5 | 7.5 | 4.4 | 11.8 | 4.9 | -6.7 | 6.3
22	COC(=O)c1ccc(COc2ccc(C)c(C)c2)o1
 : -58.5 | -92.8 | 18.4 | -61.9 | 11.6 | -17.6 | -74.7 | -14.4 | -52.2 | -31.2 | 2.2
23	CCOc1ccc(CC(=O)NC2CCN(Cc3ccccc3)CC2)cc1
 : -18.6 | 4.8 | -2.8 | -6.4 | -9.6 | -15.8 | -6.4 | 22.8 | -2.6 | -2.6 | -4.5
24	O=C(N/N=C/c1c[nH]c2ccc(Br)cc12)c1ccncc1
 : -20.0 | 20.8 | -1.4 | 17.7 | -3.3 | -1.3 | 13.4 | -17.3 | 17.2 | 19.2 | -4.0
